# Screens from PubChem.
# FN deposition inh – inhibitors of fibronectin matrix deposition, primary screen, AH1F cells, Alexa488-fibronectin fluorescence, plate reader. 0.086% of 350,000 active. AID 743247, 2014. inhibition, % at 12.6 µM. AH1F fibroblasts, overnight;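 active means mean inhibition across replicates of 30% or more, regardless of how many single replicates reach that level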;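 further: positive control wells lacked labelled fibronectin entirely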
#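 Assay system: AH1F fibroblasts / Quantity: 10000 cells per well / Medium: DMEM plus 2% serum, read in PBS / Reagent: labelled fibronectin 24 nM / Dosing: single dose, pinned / Times: 1 h cell attachment, overnight exposure to compound and label / Signal: fluorescence, ex 485 nm, em 525 nm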
# EWS-Fli block – EWS/Fli-driven NR0B1 reporter inhibitors, primary screen, A673 cells, NR0B1 luciferase, luminescence, MLPCN library; 0.67% of 350,000 active; AID 651661, 2012; viability-normalised; inhibition, % at 12.6 µM;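 active means mean inhibition of at least 50% after viability correction, with every replicate also passing that limit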;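 further: firefly luciferase signal divided by Alamar Blue viability fluorescence both relative to DMSO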
# esBAF inh – Bmi1 luciferase reporter increase in mESCs, primary screen, esBAF inhibitor project, mouse ES cells, Bmi1 luciferase knock-in, single point | 24 h; 100% = twice the neutral-well signal | reporter increase, % at 12.5 µM | 2% of 350,000 active; in the data active means activation above about 40%;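 further: 0% = median of the plate's neutral control wells and 100% = double that signal; a rise in the Bmi1 reporter signal indicates esBAF inhibition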
# RAD54 branch – inhibitors of human RAD54 branch migration, primary screen, biochemical, fluorescence, single point | DNA repair and recombination protein RAD54-like (Homo sapiens), Q92698 | RAD54 Holliday junction branch migration, FAM/BHQ fluorescence | inhibition, % at 10.4 µM | 0.14% of 360,000 active;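 active means mean normalized replicate activity at least 40 and at least half of replicates scoring 40 or more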;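 further: 0% = median of neutral control wells and 100% = median of positive control wells; inhibitors cause a drop in the FAM fluorescence signal; in these data hits start at about 50%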
# XiGFP reactiv – activators of inactive X chromosome reactivation, primary screen, imaging, XiGFP fibroblasts, GFP high-content imaging, set 2. 0.055% of 360,000 active. XiGFP mouse fibroblasts, % GFP-positive cells imaging, 3 d; cells co-treated with 5-aza-dC sensitizer; scaled so ellipticine positive control = 100%. AID 743238, 2013. activation, % at 7.58 µM;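 active means mean normalized replicate activation at least 10% and every replicate at or above 10%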;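 further: 0% = median of on-plate neutral control wells and 100% = ellipticine 6 µM median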
#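 Assay system – SV40-immortalized XiGFP fibroblast cells, line 68-5-11 · Buffer or medium – DMEM supplemented with 5-aza-dC as sensitizing agent · Dosing – one concentration, pinned · Benchmarks – positive control ellipticine, 6 µM final · Times – 3 days compound exposure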
# E-sel inducer – E-selectin induction in HUVECs, primary screen, imaging, HUVEC, immunofluorescence imaging, single point | 0.37% of 260,000 active | AID 686992, 2013 | normalized: neutral wells 0, TNF-alpha wells 100 | P16581 | activation, % at 7.58 µM;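 active means mean E-selectin-positive cell signal at least 10% of the positive control, reached in at least 60% of replicates, without over 20% cell loss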;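 further: in these data hits start at about 27%; measured in HUVEC primary endothelial cells; signal is the percent of cells scored E-selectin positive by PE staining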
# Target sequence (P16581 whole entry, looked up): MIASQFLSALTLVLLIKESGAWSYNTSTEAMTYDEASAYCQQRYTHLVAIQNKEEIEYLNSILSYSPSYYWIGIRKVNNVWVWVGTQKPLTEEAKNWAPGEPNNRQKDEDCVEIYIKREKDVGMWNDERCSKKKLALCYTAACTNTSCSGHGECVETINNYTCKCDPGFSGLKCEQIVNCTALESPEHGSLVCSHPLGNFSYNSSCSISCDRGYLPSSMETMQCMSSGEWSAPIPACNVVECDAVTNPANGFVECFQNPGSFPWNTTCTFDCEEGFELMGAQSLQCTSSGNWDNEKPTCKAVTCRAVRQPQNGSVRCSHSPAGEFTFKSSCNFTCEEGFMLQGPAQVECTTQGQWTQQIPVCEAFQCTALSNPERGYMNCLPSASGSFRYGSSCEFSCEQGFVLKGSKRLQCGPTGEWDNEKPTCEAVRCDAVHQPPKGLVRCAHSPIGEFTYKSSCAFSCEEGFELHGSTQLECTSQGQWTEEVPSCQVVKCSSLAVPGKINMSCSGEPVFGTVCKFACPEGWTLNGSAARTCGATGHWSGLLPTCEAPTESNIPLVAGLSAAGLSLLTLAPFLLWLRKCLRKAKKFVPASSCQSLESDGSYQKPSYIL
#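 Material: HUVEC primary endothelial cells; Amount: 3,000 cells per well; Dosing: single concentration; Medium: EGM-2 growth medium on 0.1% gelatin-coated wells; Read-out basis: percent E-selectin-positive cells; Signal: immunofluorescence imaging; Control set: TNF-alpha, DMSO.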
# S100A4 MyoIIA – inhibitors of S100A4-myosin IIA peptide binding, primary screen, biochemical, fluorescence polarization, TAMRA-MyoIIA peptide. 0.14% of 360,000 active. inhibition, % at 10.7 µM. AID 652163, 2013;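 active means mean inhibition of at least 70% across replicates, with every replicate also reaching that level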
#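 Assay system: human S100A4 monomer with TAMRA-labelled myosin IIA peptide / Buffer or medium: Calcium-containing HEPES buffer, pH 7.2 / Reagent: TAMRA-labelled myosin IIA heavy-chain peptide probe, 5 nM / Compound: one dose per compound / Timing: polarization read 5 min after assay mix addition, stable 5–60 min / Benchmarks: neutral control DMSO, positive control TFP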
# RAD52 inh – RAD52 DNA annealing inhibitors, primary screen, biochemical, FRET, single point, set 2; DNA repair protein RAD52 homolog (Homo sapiens), P43351; inhibition, % at 18.7 µM; AID 651710, 2012; recombinant RAD52 DNA annealing, FRET fluorescence; 0.46% of 360,000 active;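 active means every replicate showing at least 50% inhibition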
# Target sequence (P43351 whole entry, looked up): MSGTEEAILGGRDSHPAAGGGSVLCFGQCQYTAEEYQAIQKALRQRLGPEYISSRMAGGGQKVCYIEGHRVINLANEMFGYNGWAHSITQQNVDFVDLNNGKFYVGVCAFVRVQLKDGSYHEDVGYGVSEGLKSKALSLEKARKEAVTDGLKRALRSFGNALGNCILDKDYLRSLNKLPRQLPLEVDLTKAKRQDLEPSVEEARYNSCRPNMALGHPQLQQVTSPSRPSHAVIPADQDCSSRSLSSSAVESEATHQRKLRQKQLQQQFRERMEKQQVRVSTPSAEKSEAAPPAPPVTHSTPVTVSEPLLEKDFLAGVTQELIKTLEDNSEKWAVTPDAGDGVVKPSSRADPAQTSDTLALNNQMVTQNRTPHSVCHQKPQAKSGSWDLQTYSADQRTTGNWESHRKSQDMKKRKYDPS
# * = called active by the depositor; / = not tested or not shown.
SMILES,FN deposition inh,EWS-Fli block,esBAF inh,RAD54 branch,XiGFP reactiv,E-sel inducer,S100A4 MyoIIA,RAD52 inh
CC(C)NC(=O)N[C@@H]1CC[C@@H](CCNC(=O)C2CCCC2)O[C@@H]1CO,18,3,-4,2,0.3,0.1,5,-16
CCNC(=O)C[C@@H]1CC[C@H]2[C@H](COc3ccc(NC(=O)c4ccc(F)cc4)cc3C(=O)N2C)O1,3,4,5,-40,0.3,0.1,-3,-1
COc1ccc(-c2cc(C(=O)NCC(c3ccccc3)N(C)C)c3ccccc3n2)cc1OC (stereo not given),4,13,10,8,0.3,-0.1,-17,21
O=C(CN1CCN(C(=O)c2ccccc2)CC1)Nc1ccc(Cl)cc1F,10,-1,1,-2,-0.1,0.0,1,-19
COCC(=O)Nc1ccc2c(c1)C(=O)N(C)[C@H]1CC[C@H](CC(=O)NCc3ccccc3F)O[C@@H]1CO2,-9,-4,/,/,0.4,0.0,48,5
COc1cccc(NC(=O)c2ccc(N3C(=O)C4CC=C(C)CC4C3=O)cc2)c1 (stereo not given),2,6,8,-8,0.2,1.6,-2,-7
COc1ccc(-c2csc(N3CCC(C(N)=O)CC3)n2)cc1,10,-22,50*,-4,0.0,0.0,-2,-8
NC(=O)COC(=O)CC12CC3CC(CC(C3)C1)C2,-2,3,/,/,0.1,-1.3,-6,-13
O=C(CC1CCCC1)Nc1ccc(Br)cc1,1,-126,67*,-4,0.0,/,-5,2
Cn1c(SCC(=O)Nc2ccc(C(N)=O)cc2)nnc1-c1cccs1,-2,-1,1,22,0.2,/,5,-15
N#C[C@@H]1[C@@H](c2ccccc2C2=CCCCC2)[C@H](CO)N1C(=O)C1CCOCC1,-2,-6,/,/,0.0,0.0,15,-1
O=C(c1cccc(F)c1)N1CCCCN2[C@H](CO)[C@@H](c3ccc(-c4ccc(F)cc4)cc3)[C@@H]2C1,/,-5,/,1,/,/,9,19

# Reprinted from the results shown for reference:
SMILES,FN deposition inh,EWS-Fli block,esBAF inh,RAD54 branch,XiGFP reactiv,E-sel inducer,S100A4 MyoIIA,RAD52 inh
CC(C)NC(=O)N[C@@H]1CC[C@@H](CCNC(=O)C2CCCC2)O[C@@H]1CO,18,3,-4,2,0.3,0.1,5,-16
CCNC(=O)C[C@@H]1CC[C@H]2[C@H](COc3ccc(NC(=O)c4ccc(F)cc4)cc3C(=O)N2C)O1,3,4,5,-40,0.3,0.1,-3,-1
COc1ccc(-c2cc(C(=O)NCC(c3ccccc3)N(C)C)c3ccccc3n2)cc1OC (stereo not given),4,13,10,8,0.3,-0.1,-17,21
O=C(CN1CCN(C(=O)c2ccccc2)CC1)Nc1ccc(Cl)cc1F,10,-1,1,-2,-0.1,0.0,1,-19
COCC(=O)Nc1ccc2c(c1)C(=O)N(C)[C@H]1CC[C@H](CC(=O)NCc3ccccc3F)O[C@@H]1CO2,-9,-4,/,/,0.4,0.0,48,5

# New compounds follow
SMILES,FN deposition inh,EWS-Fli block,esBAF inh,RAD54 branch,XiGFP reactiv,E-sel inducer,S100A4 MyoIIA,RAD52 inh
CC1(C)COC(/C=C/c2cccc([N+](=O)[O-])c2)=N1,4,-28,/,/,0.1,/,3,-14
CCCN(CC(=O)Nc1ccccc1OC)C(=O)CSc1nc(C)cc(C)n1,6,0,/,10,0.5,/,-2,-4
CCOc1cccc(C2C(C(=O)c3ccc(C)o3)=C(O)C(=O)N2CCCn2ccnc2)c1 (stereo not given),-2,-3,9,/,0.0,0.1,-5,-12
Cc1cc(N2C(=O)C3C4CC(C(Br)C4Br)C3C2=O)no1 (stereo not given),8,7,/,9,0.1,/,0,-5
Cn1c(SCC(=O)N2CCc3ccccc32)nnc1C1CC1,-4,/,1,2,/,/,3,1
OC[C@H]1O[C@H](c2nc(-c3nc(-c4cccc(-n5cccc5)c4)no3)cs2)C[C@@H]1O,6,-44,32,6,0.0,-0.1,-3,-20
C[C@@H]1CN([C@@H](C)CO)C(=O)c2cc(NC(=O)c3ccncc3)ccc2O[C@@H]1CN(C)C(=O)Nc1cccc2ccccc12,/,12,-3,6,0.0,8.8,30,6
O=C(Cc1ccccn1)N1CC(=O)N2[C@@H](CO)[C@@H](c3ccc(-c4ccc(F)cc4)cc3)[C@@H]2C1,/,-5,/,/,0.1,-0.2,4,2
O=CC1=C(N2CCOCC2)/C(=C\c2ccccc2)CC1,-2,10,3,1,0.0,/,-17,-10
CO[C@@H]1CN(C)C(=O)c2ccc(NC(C)=O)cc2OC[C@@H](C)N(Cc2cc(F)ccc2F)C[C@H]1C,-3,-4,4,8,0.2,0.3,-1,13
Cc1ccc(C2(C)NC(=O)N(CC(=O)Nc3ccc(N4CCOCC4)cc3N3CCOCC3)C2=O)cc1 (stereo not given),-3,-4,-1,2,0.0,-0.3,6,-12
O=C(NC1CCCCC1)c1ccc(-c2ccccc2)cc1,-6,-84,70*,-5,0.4,/,-5,-8
CCOC(=O)c1[nH]ncc1CN1CCC(Cc2cccc(OC)c2)(C(=O)OCC)CC1,13,-4,5,-9,0.0,4.9,2,5
Cc1ccc(CNC(=O)Cn2c(=O)n(-c3ccccc3)c(=O)c3sccc32)cc1,0,-11,5,/,-0.2,-0.2,-4,1
Oc1ccc(Br)cc1C1Nc2ccccc2S1 (stereo not given),5,-11,33,4,0.0,0.1,4,-24
CCNC(=O)[C@@H]1[C@@H](CO)[C@@H]2Cn3c(ccc(-c4cccc(F)c4)c3=O)[C@@H]2N1Cc1nccs1,/,3,-4,-13,0.3,-0.5,-5,36
COc1cc(C(=O)OCc2ccccc2C#N)ccc1OCC(=O)N1CCOCC1,-11,1,-1,-10,0.0,/,3,-14
CCOC(=O)C1=CN(Cc2cccc(F)c2)S(=O)(=O)N(CC)C1c1cccc(OC)c1 (stereo not given),-4,-3,-7,8,-0.1,-0.2,-3,-5
CC1CN(C(=O)Nc2cccc(C(F)(F)F)c2)CC(C)O1 (stereo not given),1,-2,-5,/,0.0,/,-8,-1
Cn1c(=O)n(C)c2cc(/C=N/NC(=O)c3cc4cc(Br)ccc4o3)ccc21,1,10,/,/,0.2,0.0,5,-15
Cc1nc(C(=O)NCC(=O)c2ccccc2)c(C(F)(F)F)o1,5,10,-2,6,0.0,/,-2,-1
COCCCNC(=S)Nc1ccc(C)cc1,-6,-2,-4,/,0.2,/,-1,-6
Cc1noc(C)c1S(=O)(=O)N(C)C[C@@H]1Oc2ccc(NC(=O)CCN3CCOCC3)cc2CC(=O)N([C@@H](C)CO)C[C@H]1C,/,/,/,/,-0.1,-5.8,-7,4
Cn1cnc([N+](=O)[O-])c1S(=O)(=O)c1cccc(Cl)c1,-5,23,/,/,-0.1,-0.1,3,-2
COc1ccc(/C=C(\C#N)C(=O)Nc2cccc(C)n2)cc1,2,-4,20,/,0.2,0.1,3,-10
COC(=O)C[C@H]1CC[C@@H](NC(=O)c2ccncc2)[C@@H](CO)O1,4,-7,/,/,-0.1,0.0,-4,-11
C[C@@H]1CN([C@H](C)CO)C(=O)c2cccc(N(C)C)c2O[C@@H]1CN(C)Cc1ccc(C(=O)Nc2ccccc2N)cc1,/,56*,-2,12,/,/,-2,19
C=CCCC(=O)N1CCC(n2nccc2NC(=O)c2ccc(OC)cc2)CC1,-7,-30,22,1,0.2,/,-7,-6
O=C(COC(=O)C1CCC(=O)N1)Nc1ccc(Br)cc1 (stereo not given),1,2,/,/,0.2,-5.2,7,-2
CN(C)/C=N/C(=S)Nc1ccc(Cl)cc1,-7,-63,/,/,0.0,/,0,-11
CCS(=O)(=O)c1nc(S(=O)(=O)c2ccc(Cl)cc2)c(N2CCN(C)CC2)s1,2,17,-4,0,0.2,3.5,9,-1
Nn1c(SCC(=O)Nc2ccccc2F)nnc1-c1cccnc1,-3,/,5,-8,/,1.4,/,/
CCOC(=O)N1CCN(C(=O)C[C@@H]2C[C@@]3(C(=O)OC)CC(C)(C)CC=C3N(CCc3ccc(OC)c(OC)c3)C2=O)CC1,5,-3,/,/,0.2,6.2,2,-14
O=C(c1ccc(S(=O)(=O)N2CCCCC2)cc1)N1CCc2ccccc2C1,/,10,-3,13,0.3,1.7,2,-17
COc1ccc(CC(=O)Nc2ccc(N3CCCC3)c(C)c2)cc1,6,7,7,-8,0.0,/,-2,-16
O=C(COc1cccnc1[N+](=O)[O-])Nc1ccc(N2CCOCC2)cc1,/,1,/,/,0.1,/,-5,-4
CC(CN1C(C)CCCC1C)OC(=O)c1ccccc1F (stereo not given),-10,1,-1,8,0.1,/,-1,3
CCOC(=O)C1=C(C)N=C2c3ccccc3C(=O)C2C1c1ccc(C)cc1 (stereo not given),6,/,0,1,/,/,0,-4
CCCS(=O)(=O)NC(=O)C1(C)CCCN(C(=O)c2ccc3ccccc3n2)C1 (stereo not given),0,-3,-10,-13,0.1,-0.3,-68,-13
CN(C)S(=O)(=O)c1cccc(NC(=O)Cn2cc(C(F)(F)F)cc(Cl)c2=O)c1,1,10,-11,/,-0.1,2.2,-4,2
CCOc1nc(Nc2ccccc2F)nc(OCC)n1,7,-4,-1,9,0.2,/,5,-2
CNC[C@@H]1Oc2c(NC(=O)C3CCOCC3)cccc2C(=O)N([C@H](C)CO)C[C@H]1C,3,-10,-9,-11,-0.2,0.3,0,1
O=C(C[C@H]1C=C[C@H](NC(=O)C2CCC2)[C@@H](CO)O1)NCC1CC1,-8,0,-4,7,-0.2,-0.1,-2,-3
COc1ccc(Cc2nnc(SC(C)C(=O)Nc3ccc(C(N)=O)cc3)o2)cc1 (stereo not given),2,-2,/,/,0.4,-1.9,-1,1
COC(=O)[C@@]12CCCCN1[C@H](c1ccc(-c3ccc(F)cc3)c(OC)c1)[C@H]1C(=O)N(C)C(=O)[C@H]12,-19,4,-1,-4,0.1,2.2,-4,-54
COCc1cn(CC[C@H]2CC[C@@H](NC(=O)c3ccc(F)cc3)[C@H](CO)O2)nn1,-9,-4,-2,2,0.2,-0.6,-2,-9
CCOC(=O)C1=CN(Cc2ccc(Br)cc2)S(=O)(=O)NC1C (stereo not given),2,8,-6,10,-0.1,0.5,-1,-1
COc1ccc(C(=O)CCNc2ccc(C)c(Cl)c2)cc1,2,-21,-3,16,0.0,0.2,-5,-15
C[C@H](CO)N1C[C@H](C)[C@@H](CN(C)C(=O)Nc2cccc3ccccc23)OCCCC[C@H](C)Oc2ccc(NC(=O)c3ccccc3)cc2C1=O,9,9,1,0,0.3,/,61,-11
Cc1ccc(NC(=O)Cc2ccsc2)cc1Cl,-3,-26,19,-17,0.0,0.0,0,7
C[C@H]1CN([C@@H](C)CO)C(=O)c2ccccc2-c2ccccc2CO[C@H]1CN(C)C(=O)[C@H]1CCCN1C,-11,-5,0,6,0.4,0.0,8,-14
C[C@@H]1CCCCO[C@H](CN(C)C(=O)Nc2ccccc2)[C@@H](C)CN([C@@H](C)CO)C(=O)c2cc(NS(=O)(=O)c3ccc(F)cc3)ccc2O1,-4,0,2,-20,0.3,0.1,/,/
